# Screens from PubChem BioAssay.
# 15-hLO inh: blocks human 15-lipoxygenase activity; P16050; purified 15hLO-1, xylenol orange hydroperoxide absorbance; AID 887; Potency, µM (series often up to 57.1 µM), inactives show at the highest dose activity change, negative = inhibition, usual class: inhibitors; 1.4% of 74,000 active; also: potency is read from the fitted curve at half-maximal effect; % is scaled to controls: 0 for no effect and ±100 for the full control effect; nearly all actives have a fitted effect of over 55% in size
# Target sequence (P16050 whole entry, looked up): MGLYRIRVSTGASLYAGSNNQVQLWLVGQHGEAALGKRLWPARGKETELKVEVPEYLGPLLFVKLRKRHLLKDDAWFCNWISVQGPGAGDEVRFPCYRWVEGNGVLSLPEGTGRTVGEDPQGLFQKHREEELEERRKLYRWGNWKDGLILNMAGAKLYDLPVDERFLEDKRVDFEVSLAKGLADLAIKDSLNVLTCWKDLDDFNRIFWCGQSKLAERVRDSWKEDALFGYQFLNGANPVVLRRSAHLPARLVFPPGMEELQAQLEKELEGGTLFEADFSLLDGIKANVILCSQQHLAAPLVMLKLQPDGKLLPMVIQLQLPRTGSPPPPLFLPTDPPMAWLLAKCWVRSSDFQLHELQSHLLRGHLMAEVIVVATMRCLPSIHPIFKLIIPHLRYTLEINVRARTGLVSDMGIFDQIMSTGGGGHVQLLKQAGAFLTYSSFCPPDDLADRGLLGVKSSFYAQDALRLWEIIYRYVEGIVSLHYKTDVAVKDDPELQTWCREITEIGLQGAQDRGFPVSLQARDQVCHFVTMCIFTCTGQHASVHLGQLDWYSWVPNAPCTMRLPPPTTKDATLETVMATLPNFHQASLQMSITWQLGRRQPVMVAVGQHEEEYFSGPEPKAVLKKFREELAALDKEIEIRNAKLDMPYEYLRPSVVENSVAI
#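 Quantitative HTS in 25 mM Hepes pH 7.5 containing 0.01% Triton X-100: human 15hLO-1 at 40 nM, arachidonic acid at 50 uM, 6 min turnover. Product quantified via ferrous oxidation/xylenol orange, 573:405 nm absorbance ratio.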
# Rhodamine autofl: rhodamine region autofluorescence; Rhodamine-region fluorescence, 547/598 nm, Tris buffer; active compounds read high; AID 594; 0.05% of 59,000 active; max dye-equivalent concentration, M; in the data active = max dye-equivalent concentration above about 11 nM; inconclusive = between about 1.1 nM and that limit
#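 Steps: pin-transfer compounds into pH 8.0 Tris (100 mM), hold 15 min at room temperature, image with a 547/598 nm filter pair, and convert intensities to rhodamine-equivalent concentration using a six-point on-plate rhodamine series.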
# HBB splicing: alters splicing of the hemoglobin beta chain; HBB splicing reporter cell assay, activation; EGFP reporter with mutant IVS2-654 intron; response scale: normalised to 500 nM splice-correcting PNA; Potency, µM (doses to about 46.1 µM), without a hit: at the top dose activation, most hits filed as activators; 0.06% of 65,000 active; also: potency is read from the fitted curve at half-maximal effect; 0% is about no effect
#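 HeLa cells stably expressing EGFP interrupted by mutant beta-globin intron 2 (IVS2-654), 500/well in 2% FCS. Treated with compound for 2 days at 37C. Splicing correction scored as total well GFP intensity (488 nm excitation, 500-520 nm emission); 500 nM antisense PNA served as control.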
# HADH2 inh: HADH2 (human) dehydrogenase inhibition. Q99714. 3.4% of 73,000 active. Potency, µM (titrated, usually from 57.1 µM), without a hit: top-dose activity change, negative = inhibition, actives largely listed as inhibitors. recombinant HADH2, NADH fluorescence, beta-hydroxybutyryl-CoA; also: potency is read from the fitted curve at half-maximal effect; % is scaled to controls: 0 for no effect and ±100 for the full control effect; nearly all actives have a fitted effect of over 60% in size; many of its hits are not listed in these tables
# Target sequence (Q99714 whole entry, looked up, one chain of several): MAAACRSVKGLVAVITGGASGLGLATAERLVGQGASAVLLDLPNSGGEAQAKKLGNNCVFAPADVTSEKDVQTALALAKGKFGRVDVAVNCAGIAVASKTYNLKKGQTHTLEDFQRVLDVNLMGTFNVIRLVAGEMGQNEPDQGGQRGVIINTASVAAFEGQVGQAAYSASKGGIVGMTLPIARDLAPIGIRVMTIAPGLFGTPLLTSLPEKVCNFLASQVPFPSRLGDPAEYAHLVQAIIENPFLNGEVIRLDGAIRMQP
#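 20 nM HADH2 + cpd, 15 min RT; add 1 mM NAD+/90 uM beta-hydroxybutyryl-CoA; kinetic fluorescence 360/450 nm, 4 min. Tris-HCl pH 9.0, 0.01% Tween-20.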
# Luciferase inh: firefly luciferase inhibition. P08659. purified firefly luciferase, luminescence, 8 min. Potency, µM (doses to about 57.1 µM), for the others: top-dose activity change, negative = inhibition, usual class: inhibitors. 2.2% of 72,000 active. AID 411; also: potency is read from the fitted curve at half-maximal effect; % is scaled to controls: 0 for no effect and ±100 for the full control effect; nearly all actives have a fitted effect of over 40% in size
#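 Inhibition of light generation by firefly luciferase from ATP and luciferin was profiled with concentration-response curves per sample, ATP held at 10 uM within the enzyme's linear range. Plates were read by luminescence after an 8-minute ambient incubation.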
# Hsp90 Hop PPI: changes Hsp90-Hop TPR2A binding signal, up or down | AlphaScreen TPR2A-His6 binding biotin-Hsp90 C-terminal peptide | Potency, µM (titrated, usually from 57 µM), inactives show at the highest dose activity change, negative = inhibition | 0.44% of 71,000 active; active = well fitted curve in either direction with a large enough effect; inconclusive = small, poorly fitted or top-dose-only effect, or another doubt; also: potency is read from the fitted curve at half-maximal effect; % is scaled to controls: 0 for no effect and ±100 for the full control effect; many of its hits are not listed in these tables
# CRE-bla Fsk: CRE-bla signaling modulation under forskolin stimulation | CHO CRE-bla reporter (cAMP response element driving beta-lactamase), forskolin EC10, beta-lactamase ratio | Potency, µM (titrated, usually from 38.2 µM), inactives show at the top dose activity change, negative = inhibition, actives largely listed as activators | 2.5% of 71,000 active | AID 662; active = well fitted activation curve with a large enough effect in the signal ratio, with a control signal flat, not every such curve was filed as active; inconclusive = small, poorly fitted or top-dose-only effect, or effect the other way, or a change in a side signal; the % refers to the signal ratio; also: potency is read from the fitted curve at half-maximal effect; % of control where 0% means no effect
#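 qHTS titration format; CRE-bla CHO reporter; stimulus EC10 NKH 477, a water-soluble forskolin. Read: CCF4 460/530 nm ratio. Potency expressed as AC50 for activators or inhibitors.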
# Pol III holo inh: blocks replication by bacterial DNA polymerase III holoenzyme; reconstituted DNA polymerase III holoenzyme replication, biochemical; Potency, µM (series often up to 57.1 µM), inactives show top-dose activity change, negative = inhibition; 0.25% of 71,000 active; also: potency is read from the fitted curve at half-maximal effect; % is scaled to controls: 0 for no effect and ±100 for the full control effect
#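 Reconstituted *E. coli* holoenzyme (0.35 nM Pol III, 1 nM beta, 154 nM SSB, 2 nM primase) was preincubated with compound for 15 min at RT. Synthesis on 1.4 nM ssM13Gori ran 35 min, then was stopped with PicoGreen/EDTA and read as dsDNA fluorescence.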
# ERK AVP block: blocks ERK signaling stimulated by vasopressin; Potency, µM (highest dose often 57.5 µM), without a hit: top-dose activity, negative = inhibition, most hits filed as inhibitors; 0.99% of 72,000 active; HEK293-V1b, vasopressin-stimulated pERK AlphaScreen; AID 995; also: potency is read from the fitted curve at half-maximal effect; % is scaled to controls: 0 for no effect and ±100 for the full control effect; nearly all actives have a fitted effect of over 55% in size
#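 Overnight-seeded V1b-HEK293 cells in 1% FBS got compound, then vasopressin (25 nM final, 5 min, 37C), then lysis buffer. AlphaScreen detection of phospho-ERK; activity normalized to basal and full-stimulation controls.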
# Tau fil binding: binds recombinant human tau filaments. recombinant tau filaments, thioflavin S fluorescence, 15 h; filaments grown with octadecylsulfate alongside compound. Potency, µM (highest dose often 57.1 µM), without a hit: top-dose activity change, negative = inhibition. 2% of 71,000 active. AID 596;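 also: potency is read from the fitted curve at half-maximal effect; % is scaled to controls: 0 for no effect and ±100 for the full control effect; actives lower thioflavin S fluorescence by blocking filaments or displacing dye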
#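 Recombinant tau protein (human, 1 uM final) plus 30 uM ODS in HEPES pH 7.4 with NaCl, DTT and thioflavine S. Compound present from the start; fluorescence at 510 nm after 15 h, 37 C.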
# Texas Red fluor: compound fluoresces in the Texas Red spectral region; Compound fluorescence, Texas Red channel, 547/618 nm; active compounds read high; max dye-equivalent concentration, M; 0.06% of 59,000 active; AID 587; in the data active = max dye-equivalent concentration above about 10 nM; inconclusive = between about 1.1 nM and that limit
#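 Dye-equivalent concentrations come from scaling compound signal (ex 547, em 618 nm) to six Texas Red standard concentrations run on every plate, after 15 min room-temperature incubation in pH 8.0 Tris (100 mM).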
# Numbers without * were called inactive; i = inactive; ? = inconclusive; / = no result given; [ ] = dose if it differs, or a comment. Unless noted, calls follow the shape of the dose curve; as a rule, active = well fitted curve in the direction sought with a large enough effect; inconclusive = small, poorly fitted or top-dose-only effect, or another doubt; inactive = no such curve, though single readings can be large; an effect the other way counts as inactive or inconclusive.
1. CCOC(=O)C1CCN(Cc2nc3ccc(Cl)cc3n2CCO)CC1
2. NC(=O)CSC1=Nc2ccccc2C2=NC(CC(=O)NCc3cccs3)C(=O)N12 (stereo not given)
3. Cc1onc(-c2ccccc2Cl)c1C(=O)NC1CCS(=O)(=O)C1 (stereo not given)
4. Clc1cccc(Cl)c1Cn1cnc(=NCc2ccco2)c2[nH]cnc21
5. Cc1ccc(S(=O)(=O)c2c(N)n(/N=C/c3ccco3)c3nc4ccccc4nc23)cc1
assay / entry | 1 | 2 | 3 | 4 | 5
15-hLO inh | 1% | -8% | -10% | -7% | 5%
Rhodamine autofl | i | i | / | i | i
HBB splicing | -0.6% | -0.1% | 0.4% | 8.6%[0.369 µM] | -0.6%
HADH2 inh | 2% | -1% | 4% | -11% | 5%
Luciferase inh | 1% | 1% | 3% | -1% | -3%
Hsp90 Hop PPI | -1% | -5% | -6% | -9% | -2%
CRE-bla Fsk | -15% | ? | -4% | ? | ?
Pol III holo inh | -9% | 1% | -1% | -14% | 0%
ERK AVP block | 23% | 34%[activator] | -14% | ? | 10%
Tau fil binding | -15% | -20% | -2% | -6% | 2%
Texas Red fluor | i | i | / | i | i

6. COc1ccccc1-n1nnnc1SCC(=O)Nc1cc(C)on1
7. CN(C)c1ncc2ncc(=O)n(C)c2n1
8. Cn1cccc1Cc1nnc(SCC(=O)Nc2nc3ccccc3s2)n1CCc1ccccc1
9. O=C(c1ccc2c(c1)OCO2)N1CCN(c2ccccc2)CC1
10. CCCOc1ccc(N2C(=O)CC(N3CCN(c4ccccc4OC)CC3)C2=O)cc1 (stereo not given)
assay / entry | 6 | 7 | 8 | 9 | 10
15-hLO inh | 15% | -4% | -8% | -21% | ?
Rhodamine autofl | i | i | i | i | /
HBB splicing | -0.9% | 1.5% | -1.4% | -2.8% | -0.5%
HADH2 inh | 2% | 9% | 12% | -1% | -1%
Luciferase inh | 0% | 0%[11.4 µM] | 0% | 0% | 1%
Hsp90 Hop PPI | -4% | -4% | -3% | -4% | -5%
CRE-bla Fsk | -6% | ? | -7% | 7% | -7%
Pol III holo inh | 6% | -7% | 7% | -3% | -6%
ERK AVP block | -3% | -27% | 10% | -5% | 0%
Tau fil binding | -11% | 14% | 123% | 11% | 0%
Texas Red fluor | ? | i | i | i | /

# Part of the list above, with each value named.
7: CN(C)c1ncc2ncc(=O)n(C)c2n1
  15-hLO inh = -4%; Rhodamine autofl = i; HBB splicing = 1.5%; HADH2 inh = 9%; Luciferase inh = 0%[11.4 µM]; Hsp90 Hop PPI = -4%; CRE-bla Fsk = ?; Pol III holo inh = -7%; ERK AVP block = -27%; Tau fil binding = 14%; Texas Red fluor = i
8: Cn1cccc1Cc1nnc(SCC(=O)Nc2nc3ccccc3s2)n1CCc1ccccc1
  15-hLO inh = -8%; Rhodamine autofl = i; HBB splicing = -1.4%; HADH2 inh = 12%; Luciferase inh = 0%; Hsp90 Hop PPI = -3%; CRE-bla Fsk = -7%; Pol III holo inh = 7%; ERK AVP block = 10%; Tau fil binding = 123%; Texas Red fluor = i
9: O=C(c1ccc2c(c1)OCO2)N1CCN(c2ccccc2)CC1
  15-hLO inh = -21%; Rhodamine autofl = i; HBB splicing = -2.8%; HADH2 inh = -1%; Luciferase inh = 0%; Hsp90 Hop PPI = -4%; CRE-bla Fsk = 7%; Pol III holo inh = -3%; ERK AVP block = -5%; Tau fil binding = 11%; Texas Red fluor = i
10: CCCOc1ccc(N2C(=O)CC(N3CCN(c4ccccc4OC)CC3)C2=O)cc1 (stereo not given)
  15-hLO inh = ?; Rhodamine autofl = /; HBB splicing = -0.5%; HADH2 inh = -1%; Luciferase inh = 1%; Hsp90 Hop PPI = -5%; CRE-bla Fsk = -7%; Pol III holo inh = -6%; ERK AVP block = 0%; Tau fil binding = 0%; Texas Red fluor = /

# (continued)
11. Cc1ccc(NC(=O)c2c(-c3c(F)cccc3Cl)noc2C)cc1F
12. CCOC(=O)c1cc(NC(=O)CSCCO)ccc1Cl
13. COc1ccccc1NC(=O)c1cc(C(=O)O)ccc1C(=O)O
14. COc1ccc(Cl)cc1NS(=O)(=O)c1ccc(S(=O)(=O)N2CCCC2)cc1
15. O=C(O)CC(CC(=O)O)n1cccc1
16. Cc1ccc2oc(=O)n(Cc3ccccc3OC(C)C)c2c1
17. CC(C)CNS(=O)(=O)c1ccc(OCC(=O)Nc2ccc3c(c2)OCO3)c(Cl)c1
18. COc1ccc(NC(=O)CC2Sc3ncnn3C2=O)cc1 (stereo not given)
assay / entry | 11 | 12 | 13 | 14 | 15 | 16 | 17 | 18
15-hLO inh | -13%[11.4 µM] | 6% | -6% | 5% | 15%[11.4 µM] | -3% | -6% | -11%
Rhodamine autofl | / | i | i | i | i | i | i | /
HBB splicing | -1.2%[0.0738 µM] | -1.2% | 3.1%[1.84 µM] | -0.2%[57.5 µM] | 4.2%[9.22 µM] | / | -2.5% | -1.3%
HADH2 inh | 1%[11.4 µM] | 1% | -1% | 1% | 8%[11.4 µM] | 2% | 5% | 6%
Luciferase inh | 0% | -2% | 4% | -2% | 0%[11.4 µM] | 2% | -1% | 2%
Hsp90 Hop PPI | 23%[11 µM] | -3% | -2% | 7% | -3%[11 µM] | 25% | -3% | -4%
CRE-bla Fsk | ? | 2% | 18% | -15% | 1%[7.6 µM] | 10% | 6% | ?
Pol III holo inh | -5%[11.4 µM] | -1% | -1% | 1% | -4%[11.4 µM] | -4% | 2% | -1%
ERK AVP block | 23% | -4% | 4% | 25µM* | 0%[11.5 µM] | -11% | -2% | -7%
Tau fil binding | 3%[11.4 µM] | 3% | -4% | -18% | 2%[11.4 µM] | 7% | 101% | 13%
Texas Red fluor | / | i | ? | i | i | i | i | /

# Only part of the results is shown. The share of hits here may be higher or lower than overall.
